# Screening results from PubChem BioAssay.
# D3 antag: antagonists of human D3 dopamine receptor | P35462 | D3R cells, DiscoveRx beta-arrestin luminescence, antagonist mode; hits give low values | max response, negative = inhibition, % | 360,000 tested, 2.5% active | AID 652054; in the data active = max response below about -50%; inconclusive = no clear call, values can overlap the other calls; also: % is scaled to controls: 0 for no effect and ±100 for the full control effect; mostly tested at two doses, the higher about 12 µM
# Target sequence (P35462 whole entry, looked up): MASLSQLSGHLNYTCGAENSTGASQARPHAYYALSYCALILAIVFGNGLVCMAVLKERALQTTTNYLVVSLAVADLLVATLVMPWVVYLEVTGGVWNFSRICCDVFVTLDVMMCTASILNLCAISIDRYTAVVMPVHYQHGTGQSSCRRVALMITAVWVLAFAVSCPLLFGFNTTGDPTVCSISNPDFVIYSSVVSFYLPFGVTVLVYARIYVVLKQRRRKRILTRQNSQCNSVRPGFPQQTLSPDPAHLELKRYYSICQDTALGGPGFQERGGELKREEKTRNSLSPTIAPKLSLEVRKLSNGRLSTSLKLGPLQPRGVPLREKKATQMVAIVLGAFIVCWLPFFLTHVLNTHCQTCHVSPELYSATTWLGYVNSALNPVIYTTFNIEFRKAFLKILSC
#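 Cells expressing the human receptor were seeded at 1500 cells/well, incubated overnight at 37 degrees C in 5% CO2, then exposed to library compounds with dopamine controls for 90 minutes at 37 degrees C before luminescent detection.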
# TDP-43 yeast inh: inhibitors of TDP-43 toxicity in yeast; TDP-43 expressing yeast growth rescue, BacTiter-Glo, 24 h; Potency, µM (series often up to 46.1 µM), inactives show at the highest dose growth rescue (activation), hits mostly activators; 410,000 tested, 1.8% active; also: potency is read from the fitted curve at half-maximal effect; % of control where 0% means no effect; nearly all actives have a fitted effect of over 50% in size
#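 Galactose-induced TDP-43 yeast, OD600=0.02, compound pinned; 24 hr, 30 deg C; BacTiter-Glo luminescence for growth. Inhibitors of TDP-43 toxicity read as activators.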
# KB-V1 cytotox: KB-V1 MDR subline cytotoxicity; AID 1347076; Potency, µM (top dose mostly 46.1 µM), for the others: at the top dose activity change, negative = cytotoxicity, most hits filed as cytotoxic; 400,000 tested, 3.4% active; KB-V1 MDR cells viability, CellTiter-Glo, 72 h; also: potency is read from the fitted curve at half-maximal effect; % is scaled to controls: 0 for no effect and ±100 for the full control effect; nearly all actives have a fitted effect of over 60% in size
#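 In this primary screen, KB-V1 cells overexpressing P-gp are incubated with library compounds (lowest to highest concentration) for 72 h at 37 degrees C before a luminescent ATP viability read.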
# DRD3 agonist: activates the human D3 dopamine receptor; P35462; D3R DiscoveRx beta-arrestin cells, luminescence, 90 min; max activation, %; 410,000 tested, 0.58% active; AID 652048; in the data active = max activation above about 30%; also: 0% is about no effect; mostly tested at two doses, the higher about 12 µM
#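 Cells at 1500/well, incubated overnight, then treated with pinned compounds (dopamine as control) for 90 min at 37 degrees C. DiscoveRx reagent added for 30 - 60 minutes at room temperature; luminescence read.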
# PTHR1 ag: activates the human parathyroid hormone receptor PTHR1. Q03431. Potency, µM (highest dose often 115 µM), for inactives: top-dose activation, actives largely listed as activators. HEK293 GP2 PTHR1 cells, GloSensor cAMP luminescence, 1 h. 410,000 tested, 0.075% active; also: potency is read from the fitted curve at half-maximal effect; nearly all actives have a fitted effect of over 55% in size; some results filed as inactive show a strong effect at the top dose; inactives centre near -15; many of its hits are not listed in these tables
# Target sequence (Q03431 whole entry, looked up): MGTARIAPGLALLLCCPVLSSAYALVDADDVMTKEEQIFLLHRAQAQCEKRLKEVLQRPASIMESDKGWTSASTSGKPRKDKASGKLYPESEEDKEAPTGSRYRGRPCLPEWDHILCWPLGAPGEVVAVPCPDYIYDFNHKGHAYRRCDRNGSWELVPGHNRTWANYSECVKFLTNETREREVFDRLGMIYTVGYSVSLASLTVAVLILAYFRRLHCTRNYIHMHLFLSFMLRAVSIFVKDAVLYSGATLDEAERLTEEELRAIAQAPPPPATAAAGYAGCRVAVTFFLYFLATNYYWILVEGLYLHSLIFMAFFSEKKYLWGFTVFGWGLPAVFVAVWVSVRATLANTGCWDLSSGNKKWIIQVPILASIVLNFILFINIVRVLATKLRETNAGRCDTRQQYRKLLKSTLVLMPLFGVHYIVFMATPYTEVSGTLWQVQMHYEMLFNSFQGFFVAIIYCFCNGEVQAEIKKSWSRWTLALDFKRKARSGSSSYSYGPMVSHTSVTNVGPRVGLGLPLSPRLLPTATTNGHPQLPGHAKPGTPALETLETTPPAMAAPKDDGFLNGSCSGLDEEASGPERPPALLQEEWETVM
#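 HEK-293-derived GP2 cells expressing PTHR1 and a GloSensor cAMP reporter, 3,000/well, plated overnight, given luciferin plus IBMX (each 0.5 mM as added) for 1 h at 37 °C, then compound for 1 h at 37 °C. Luminescence was read after 15 min at room temperature.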
# GLP1R ag: agonists of human GLP-1 receptor. P43220. 380,000 tested, 0.007% active. Potency, µM (highest dose often 45.6 µM), for the others: at the highest dose activation, most hits filed as activators. HEK293 GLP-1R CRE-luciferase, luminescence, 4-6 h; cells express a hypersensitive GLP-1R form. AID 624172; also: potency is read from the fitted curve at half-maximal effect; % of control where 0% means no effect
# HEK293 tox: cytotoxicity in counter-screen for GLP-1R inverse agonists | 410,000 tested, 0.13% active | HEK293 cAMP-luciferase reporter cells, luminescence, 24 h | Potency, µM (top dose mostly 38.3 µM), for the others: top-dose activity change, negative = inhibition, most hits filed as inhibitors;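 also: loss of luciferase light is scored as toxicity; potency is read from the fitted curve at half-maximal effect; % is scaled to controls: 0 for no effect and ±100 for the full control effect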
#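 Step one: seed cells (200 cells/uL, DMEM with 10% Nu serum, 1% pen-strep). Step two: 12-hour incubation at 37 deg C. Step three: pin 23 nL compound, incubate 24 hr. Step four: add luciferase reagent, read luminescence 12 min later.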
# aSyn rescue: rescues yeast growth from alpha-synuclein toxicity; 370,000 tested, 0.14% active; Potency, µM (titrated, usually from 46.1 µM), inactives show top-dose growth rescue (activation), usual class: activators; AID 652106; Yeast expressing alpha-synuclein, growth rescue, BacTiter-Glo, 24 h; also: potency is read from the fitted curve at half-maximal effect; % of control where 0% means no effect; nearly all actives have a fitted effect of over 65% in size
#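 Readout is rescue of growth in alpha-synuclein-expressing yeast, so inhibitors of toxicity appear as activators. Growth after 24 hr at 30 deg C in galactose medium is quantified by luminescence.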
# GLP1R inv ag: GLP-1 receptor (human) inverse agonism; HEK293 GLP-1R CRE-luciferase, luminescence, 24 h; GLP-1R form is constitutively active; P43220; Potency, µM (doses to about 38.3 µM), for inactives: at the highest dose activity change, negative = inhibition, actives largely listed as inhibitors; AID 624417; 410,000 tested, 1.6% active; also: potency is read from the fitted curve at half-maximal effect; % is scaled to controls: 0 for no effect and ±100 for the full control effect; nearly all actives have a fitted effect of over 55% in size
#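 Cells are plated, allowed 12 hours at 37 deg C, then treated with compounds for 24 hr before luciferase detection reagent is added and luminescence is read after 12 min at room temperature. The HEK293 line carries constitutively active GLP-1R with a cAMP-responsive reporter.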
# * marks the source's active call; other numbers are inactive results; i = inactive; ? = inconclusive; . = not tested or not shown; [ ] = dose if it differs, or a comment. Unless noted, calls follow the shape of the dose curve; as a rule, active = well fitted curve in the direction sought with a large enough effect; inconclusive = small, poorly fitted or top-dose-only effect, or another doubt; inactive = no such curve, though single readings can be large; an effect the other way counts as inactive or inconclusive. Some of the compounds tested (hit frequency here may not be typical).
cpd	SMILES	TDP-43 yeast inh	DRD3 agonist	PTHR1 ag	KB-V1 cytotox	GLP1R inv ag
1	COC(=O)[C@H](CCSC)NC(=O)Cn1cnc(C(=O)Nc2ccc(C)c(C)c2)n1	0%	-10	-41%[inhibitor]	2%	-1%
2	CCc1nnc(NC(=O)CCCSc2nc3ccccc3[nH]2)s1	?	6	-13%	?	20%
3	O=C(O)CSCC(=O)N1CCN(S(=O)(=O)c2cc(Cl)cc(Cl)c2)CC1	-10%	-1	i	11%	18%
4	CCCN(C(=O)COC(=O)c1[nH]c(C)c(C(=O)OC)c1C)c1c(N)n(Cc2ccccc2)c(=O)[nH]c1=O	-10%	-3	i	-10%	53%[activator]
5	C#CC[N+]1(CC#Cc2cccc3ccccc23)CCOCC1	-14%	-7	i	7%	5%
6	COCc1nnc(NC(=O)c2ccc(NC(C)=O)cc2)s1	11%	2	i	0%	13%
7	C=CCN(c1ccccc1Cl)S(=O)(=O)c1cccc(C(=O)OCC(=O)N(C)C2CCS(=O)(=O)C2)c1 (stereo not drawn)	-17%	-2	-53%[inhibitor]	-4%	-22%
8	COC(=O)c1ccc(NC(=O)c2cc(S(=O)(=O)N3CCc4ccccc43)cn2C)cc1	9%	-17	-14%	.	0%
9	CC1(C)CC(C(N)=S)CCO1 (stereo not drawn)	-20%	20	-10%	23%	4%
10	CCN(C)C1CN(Cc2cn(Cc3ccc(F)cc3)nn2)S(=O)(=O)C1 (stereo not drawn)	11%	5	i	5%	11%
11	COc1ccc(CCc2ccc3cc(OC)ccc3n2)cc1	9%	-6	-16%	-10%	?
12	Fc1ccc(-c2nnn(Cc3ccccc3Cl)n2)cc1	0%	-31	-30%	?	?
13	O=C(N/N=C\c1ccc(O)c([N+](=O)[O-])c1)C1COc2ccccc2O1 (stereo not drawn)	24%	-1	-21%	1%	-19%
14	COC(=O)c1ccc(C2=NOC(C)(c3nnc(Cc4ccccc4)o3)C2)cc1 (stereo not drawn)	8%	24	-4%	0%	11%
15	Cc1ccc(CN2C(=O)CCC2C(=O)N2CCN(c3ccc(F)cc3)CC2)cc1 (stereo not drawn)	-3%	2	i	-8%	1%

cpd	aSyn rescue	D3 antag	HEK293 tox	GLP1R ag
1	-2%	15	-11%	-4%
2	-4%	5	17%	4%
3	?	10	-1%	0%
4	1%	-12	27%	8%
5	1%	11	2%	-1%
6	-1%	-20	1%	-6%
7	3%	-7	-3%	0%
8	.	.	0%	.
9	-1%	3	21%	0%
10	0%	14	1%	-1%
11	8%	1	1%	18%
12	-7%	-18	16%	20%
13	2%	-7	-22%	-8%
14	9%	-20	2%	3%
15	2%	0	-1%	-3%

# Quoted at random: 3 entries already listed, in no set order.
cpd	SMILES	TDP-43 yeast inh	DRD3 agonist	PTHR1 ag	KB-V1 cytotox	GLP1R inv ag
4	CCCN(C(=O)COC(=O)c1[nH]c(C)c(C(=O)OC)c1C)c1c(N)n(Cc2ccccc2)c(=O)[nH]c1=O	-10%	-3	i	-10%	53%[activator]
11	COc1ccc(CCc2ccc3cc(OC)ccc3n2)cc1	9%	-6	-16%	-10%	?
3	O=C(O)CSCC(=O)N1CCN(S(=O)(=O)c2cc(Cl)cc(Cl)c2)CC1	-10%	-1	i	11%	18%

cpd	aSyn rescue	D3 antag	HEK293 tox	GLP1R ag
4	1%	-12	27%	8%
11	8%	1	1%	18%
3	?	10	-1%	0%

# Structural class: the compounds so far containing a Cl atom (three)
cpd	SMILES	TDP-43 yeast inh	DRD3 agonist	PTHR1 ag	KB-V1 cytotox	GLP1R inv ag
3	O=C(O)CSCC(=O)N1CCN(S(=O)(=O)c2cc(Cl)cc(Cl)c2)CC1	-10%	-1	i	11%	18%
7	C=CCN(c1ccccc1Cl)S(=O)(=O)c1cccc(C(=O)OCC(=O)N(C)C2CCS(=O)(=O)C2)c1 (stereo not drawn)	-17%	-2	-53%[inhibitor]	-4%	-22%
12	Fc1ccc(-c2nnn(Cc3ccccc3Cl)n2)cc1	0%	-31	-30%	?	?

cpd	aSyn rescue	D3 antag	HEK293 tox	GLP1R ag
3	?	10	-1%	0%
7	3%	-7	-3%	0%
12	-7%	-18	16%	20%

# (further entries)
cpd	SMILES	TDP-43 yeast inh	DRD3 agonist	PTHR1 ag	KB-V1 cytotox	GLP1R inv ag
16	COc1ccc(NC(=O)Cc2c[nH]c3ccccc23)cc1S(=O)(=O)N1CCCCC1	4%	6	-15%	-3%	0%
17	O=C(OC1Cn2c(=O)ccc(=O)n2C1)c1ccccc1	11%	-2	15%	?	16%
18	COc1ccc(N(Cc2ccccc2)C(=O)CSc2nnc(Cn3nnc4ccccc43)o2)cc1	1%	-2	-23%	8.2µM*	?
19	COc1cccc(C2c3c(oc4ccc(Cl)cc4c3=O)C(=O)N2c2cc(C)on2)c1OC (stereo not drawn)	-12%	-6	i	7%	1%
20	CC(=O)N(Cc1ccccc1)c1c(N)nc(N)[nH]c1=O	15%	10	-25%	-3%	1%
21	COc1cccc(-c2cnc(C(O)c3cccc(CN4CCCCC4)c3)[nH]2)c1 (stereo not drawn)	23%	-4	i	23%	-11%
22	CCC1CCCCN1Cc1c(O)ccc2c(=O)c(Oc3ccccc3Cl)c(C(F)(F)F)oc12 (stereo not drawn)	19%	1	-14%	-4%	-24%
23	Cc1nc2ccccc2nc1N1CCOCC1	-3%	2	i	25%	16%
24	O=C(CSc1nc(Cc2ccccc2)nc2ccccc12)Nc1ccc2c(c1)OCCO2	-23%	0	i	?	-6%
25	COc1ccc(NC(=O)C(c2ccc(OC)cc2)N(Cc2ccco2)C(=O)CC2NC(=O)NC2=O)cc1 (stereo not drawn)	17%	4	i	-2%	-4%
26	O=C(Nc1ccc(N2CCN(C(=O)c3ccco3)CC2)cc1)c1ccc([N+](=O)[O-])cc1Cl	14%	12	-19%	-14%	-9%
27	CCC(=O)N1c2nc(C(C)C)nn2C2(CCCCC2)[C@@H]2CCCC[C@@H]21	-6%	-9	-1%	.	10%
28	Cn1cnnc1SCC(=O)Nc1sc2c(c1C#N)CCCCC2	-7%	-11	i	3%	55%[activator]
29	Cn1cccc1/C=N/NC(=O)c1ccco1	3%	2	i	6%	11%
30	Cc1ccc(S(=O)(=O)N2CCN(Cc3nc4ccc(C)cc4o3)CC2)cc1	-15%	-21	?	-20%	-6%

cpd	aSyn rescue	D3 antag	HEK293 tox	GLP1R ag
16	0%	0	-4%	-1%
17	-7%	11	-7%	0%
18	7%	-6	-10%	7%
19	-21%	?	3%	-16%
20	1%	3	1%	0%
21	4%	-13	5%	11%
22	.	.	-12%	.
23	1%	-24	-15%	2%
24	-7%	4	?	-2%
25	9%	13	-9%	6%
26	-1%	2	-25%	5%
27	.	.	-2%	.
28	1%	-2	-44%	18%
29	-10%	15	3%	0%
30	.	.	0%	.

# Screen by screen, as entered above.
# D3 antag, compounds 8–12 → ., 3, 14, 1, -18
# DRD3 agonist, compounds 8–12 → -17, 20, 5, -6, -31

# (more compounds)
cpd	SMILES	TDP-43 yeast inh	DRD3 agonist	PTHR1 ag	KB-V1 cytotox	GLP1R inv ag
31	O=C1/C(=C/c2ccccc2Cl)SC(=S)N1CCCC(=O)N(CCO)c1ccccc1	27%	2	-12%	?	?
32	O=C(CSc1nnc(CNC(=O)c2c(F)cccc2F)o1)NCc1ccccc1Cl	-18%	1	6%	.	4%
33	COCCN(Cc1ccccc1)C(=O)c1ccc2c(c1)NC(=O)CS2	-13%	-3	-28%	10%	-11%
34	O=C(NCc1ccc(Cl)cc1)N1CCc2ccccc2C1	21%	5	i	-7%	?
35	CCOC(=O)N1CCN(C(=O)c2cn(CCOC)c(=O)c3c2c2ccccc2n3C)CC1	-7%	9	-59%[inhibitor][57.5 µM]	13%	2%
36	O=C(Cc1c[nH]c2ccccc12)N/N=C/c1ccc(F)cc1	16%	-4	i	-29%	0%
37	Cc1cccnc1-n1c(CCN2C(=O)c3ccccc3C2=O)nc2ccccc2c1=O	5%	0	i	1%	33%[activator]
38	COc1ccc2[nH]c(=O)c(CN(CCN3CCCC3)C(=O)Nc3ccccc3Cl)cc2c1	4%	-10	i	24%	?
39	COC(=O)c1ccc2c(c1)N(C)C(=O)CS2	-8%	11	i	-4%	0%
40	Cc1c(C(=O)N2CCC(C)CC2)oc2ccc(S(=O)(=O)N3CCC4(CC3)OCCO4)cc12	2%	2	-36%	?	19%
41	O=C(Nc1ccccc1N1CCCC1)C1CCN(S(=O)(=O)c2ccccc2)CC1	20%	3	-16%	?	?
42	CCN(CC)C(=O)CC(c1ccc(OC)cc1)c1c(OC)cc(OC)c2ccc(=O)oc12 (stereo not drawn)	-32%	-21	-16%	-1%	63%[activator]
43	C/C(=N/NC(=O)CNC(=O)c1cccnc1)c1ccc(Cl)cc1	7%	-6	i	-1%	17%
44	COc1cccc(-n2c(C)cc(/C=C3/C(=N)N4C(=NC3=O)SN=C4S(C)(=O)=O)c2C)c1	-22%	4	-9%	2%	-7%
45	O=S(=O)(NCCC1=CCCCC1)c1ccc(Br)cc1	21%	-2	-1%	-3%	?
46	CCOC(=O)[C@H]1[C@H]2COc3ccc(C)cc3[C@@H]2N2C(=O)c3cc(OC)c(OC)cc3NC(=O)[C@@]12C	-2%	-17	i	12%	36%[activator]

cpd	aSyn rescue	D3 antag	HEK293 tox	GLP1R ag
31	18µM*	-2	-30%	5%
32	-3%	0	-4%	-2%
33	0%	-17	-1%	0%
34	13%	4	-9%	18%
35	5%	23	3%	-4%
36	7%	-6	-4%	14%
37	1%	10	-17%	8%
38	-7%	-12	-26%	-5%
39	-1%	14	-18%	-9%
40	10%	18	5%	1%
41	3%	3	16%	-1%
42	-6%	-15	-30%	13%
43	1%	-7	3%	-3%
44	1%	2	-3%	2%
45	3%	1	2%	11%
46	2%	-60*	7%	7%
